PTHR1 agonist – activates the human parathyroid hormone receptor PTHR1; Q03431; Potency, µM (series often up to 115 µM), for inactives: at the top dose activation, hits mostly activators; HEK293 GP2 PTHR1 cells, GloSensor cAMP luminescence, 1 h; 410,000 compounds, 0.075% hits; further: potency means the concentration at half of the fitted maximal effect; nearly all actives have a fitted effect of over 55% in size; some results filed as inactive show a strong effect at the top dose; inactives centre near -15; many of its hits are not listed in these tables
Target sequence (Q03431 whole entry, looked up): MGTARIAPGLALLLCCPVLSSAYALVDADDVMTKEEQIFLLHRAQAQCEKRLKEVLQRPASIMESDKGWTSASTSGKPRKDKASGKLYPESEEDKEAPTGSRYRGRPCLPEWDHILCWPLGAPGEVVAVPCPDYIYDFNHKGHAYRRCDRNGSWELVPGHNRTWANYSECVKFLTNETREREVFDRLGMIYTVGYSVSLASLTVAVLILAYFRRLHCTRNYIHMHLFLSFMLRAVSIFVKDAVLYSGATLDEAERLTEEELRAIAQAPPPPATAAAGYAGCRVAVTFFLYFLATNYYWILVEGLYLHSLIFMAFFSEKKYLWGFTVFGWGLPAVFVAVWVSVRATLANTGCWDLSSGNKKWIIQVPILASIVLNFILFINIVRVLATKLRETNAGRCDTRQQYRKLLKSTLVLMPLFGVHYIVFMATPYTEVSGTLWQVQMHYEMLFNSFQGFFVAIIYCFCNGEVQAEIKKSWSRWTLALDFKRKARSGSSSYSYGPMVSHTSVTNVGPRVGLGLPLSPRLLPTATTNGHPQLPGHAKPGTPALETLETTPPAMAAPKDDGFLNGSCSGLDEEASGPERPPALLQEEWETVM
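HEK-293-derived GP2 cells expressing PTHR1 and a GloSensor cAMP reporter, 3,000/well, plated overnight, given luciferin plus IBMX (each 0.5 mM as added) for 1 h at 37 °C, then compound for 1 h at 37 °C. Luminescence was read after 15 min at room temperature.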
GLP-1R inv ag – GLP-1 receptor (human) inverse agonism | HEK293 GLP-1R CRE-luciferase, luminescence, 24 h; GLP-1R form is constitutively active | Potency, µM (highest dose often 38.3 µM), for inactives: top-dose activity change, negative = inhibition, hits mostly inhibitors | 410,000 compounds, 1.6% hits; further: potency means the concentration at half of the fitted maximal effect; on the % scale 0 is the no-effect control and ±100 the full control effect; nearly all actives have a fitted effect of over 55% in size
Target sequence (P43220 whole entry, looked up): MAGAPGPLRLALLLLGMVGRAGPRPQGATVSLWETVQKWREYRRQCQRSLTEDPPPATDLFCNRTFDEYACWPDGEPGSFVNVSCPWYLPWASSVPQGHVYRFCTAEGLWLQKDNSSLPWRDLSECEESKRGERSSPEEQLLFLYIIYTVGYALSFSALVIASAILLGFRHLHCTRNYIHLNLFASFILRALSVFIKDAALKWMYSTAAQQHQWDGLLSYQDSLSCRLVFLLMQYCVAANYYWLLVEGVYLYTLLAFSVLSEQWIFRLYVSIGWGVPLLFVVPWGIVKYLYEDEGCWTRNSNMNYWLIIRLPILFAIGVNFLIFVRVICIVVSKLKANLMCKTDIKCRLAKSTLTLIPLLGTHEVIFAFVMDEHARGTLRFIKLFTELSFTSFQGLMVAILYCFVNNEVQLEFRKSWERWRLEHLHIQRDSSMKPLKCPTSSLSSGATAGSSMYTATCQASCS
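Seeding at 200 cells/uL, 12 h culture, 24 hr compound treatment, then luciferase reagent and a luminescence read; cells are HEK293 stably expressing a constitutively active GLP-1R plus cAMP-responsive luciferase.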
GLP1R cytotox – cytotoxic in the GLP-1 receptor inverse agonist counter-screen. Potency, µM (doses to about 38.3 µM), inactives show at the top dose activity change, negative = inhibition, hits mostly inhibitors. AID 624418. HEK293 cAMP-luciferase reporter cells, luminescence, 24 h. 410,000 compounds, 0.13% hits;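 further: loss of luciferase light is scored as toxicity; potency means the concentration at half of the fitted maximal effect; on the % scale 0 is the no-effect control and ±100 the full control effect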
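Luminescence readout: signal drop marks cytotoxicity. Plated cells grew 12 h at 37 °C, 5% CO2, received 23 nL compound for 24 h, then got luciferase reagent, read after 12 min at RT.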
FUS yeast rescue – rescues growth of FUS-expressing yeast | Potency, µM (top dose mostly 76.6 µM), for inactives: at the highest dose growth rescue (activation), actives largely listed as activators | 390,000 compounds, 0.24% hits | S. cerevisiae FUS-expressing, growth rescue, OD600, 24 h;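 further: potency means the concentration at half of the fitted maximal effect; plate controls were DMSO vehicle for no effect and reference control for full effect; nearly all actives have a fitted effect of over 55% in size; some results filed as inactive show a strong effect at the top dose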
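S. cerevisiae expressing FUS from galactose induction served as the toxicity model. Growth after 24hr at 30C, read as absorbance at 600 nm, indicates suppression of toxicity; compounds dosed at several concentrations.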
MmCpn inh – inhibitors of Methanococcus maripaludis chaperonin (MmCpn). purified Mm-Cpn ATPase, ADP Transcreener TR-FRET. 330,000 compounds, 0.031% hits. AID 504842. Potency, µM (titrated, usually from 76.9 µM), inactives show at the top dose activity, negative = inhibition, most hits filed as inhibitors; further: potency means the concentration at half of the fitted maximal effect; on the % scale 0 is the no-effect control and ±100 the full control effect; nearly all actives have a fitted effect of over 80% in size
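Reaction buffer contained 30 mM Tris pH 7.4, 100 mM KCl, 5 mM MgCl2 and 1 mM DTT. Mm-CPN (25 nM final) hydrolysed 10 uM ATP over 30 min at 37°C; ADP was read by HTRF.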
Abeta rescue – restores growth of yeast expressing A-beta42 peptide. 410,000 compounds, 0.063% hits. AID 1347071. yeast expressing A-beta42, growth rescue, OD600, 48 h; response scale: 0% DMSO, 100% iron-clioquinol control. Potency, µM (top dose mostly 46.1 µM), without a hit: top-dose growth rescue, usual class: activators; further: potency means the concentration at half of the fitted maximal effect; nearly all actives have a fitted effect of over 55% in size
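Growth rescue measured by 600 nm absorbance after 48 h yeast culture at 30 C with compound. Values normalized between DMSO and an equimolar ferric chloride plus clioquinol control.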
pAkt inh – inhibitors of Akt phosphorylation; 360,000 compounds, 0.32% hits; AID 651550; Neuro2A IGF-stimulated pAkt S473 HTRF, 20 min; active compounds read low; activity change, % for hits at 50 µM; in the data active means activity change below about -80%; inconclusive means mostly about -51% to -80%; further: on the % scale 0 is the no-effect control and ±100 the full control effect
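Neuro2A cells (4,500/well, DMEM with 0.5% FBS) were treated with compound at a single 50 µM final concentration, stimulated with 6 nM IGF for 20 min at 37 °C, and lysed. Phospho-Akt Ser473 was read by HTRF as 665/615 ratio ×10^4.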
aSyn rescue – alpha-synuclein toxicity inhibition in yeast | Yeast expressing alpha-synuclein, growth rescue, BacTiter-Glo, 24 h | Potency, µM (series often up to 46.1 µM), for inactives: at the highest dose growth rescue (activation), hits mostly activators | 370,000 compounds, 0.14% hits; further: potency means the concentration at half of the fitted maximal effect; % of control where 0% means no effect; nearly all actives have a fitted effect of over 65% in size
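Screening used galactose-induced yeast with toxic alpha-synuclein levels, exposed to compound for 24 hr at 30 deg C. Cell growth, read with BacTiter-Glo luminescence, gave the measured signal.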
TDP-43 yeast inh – inhibitors of TDP-43 toxicity in yeast; Potency, µM (doses to about 46.1 µM), for inactives: top-dose growth rescue (activation), usual class: activators; AID 652104; TDP-43 expressing yeast growth rescue, BacTiter-Glo, 24 h; 410,000 compounds, 1.8% hits; further: potency means the concentration at half of the fitted maximal effect; % of control where 0% means no effect; nearly all actives have a fitted effect of over 50% in size
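Luminescence from BacTiter-Glo reports growth of TDP-43-expressing yeast after 24 hr at 30 deg C with compound. Cells were raffinose-pregrown to mid-log, then seeded in galactose medium at OD600=0.02.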
Starred values were filed as active, the others as inactive; i = inactive; ? = inconclusive; . = not tested or not shown; & = joins results of further samples; [ ] = remark or other dose. Unless noted, the call rests on the fitted dose curve; in most records, active means well fitted curve in the direction sought with a large enough effect; inconclusive means small, poorly fitted or top-dose-only effect, or another doubt; inactive means no such curve, though single readings can be large; an effect the other way counts as inactive or inconclusive.

SMILES	PTHR1 agonist	GLP-1R inv ag	GLP1R cytotox	FUS yeast rescue	MmCpn inh	Abeta rescue	pAkt inh	aSyn rescue	TDP-43 yeast inh
CCOC(=O)C1=C(C)N=c2s/c(=C3\C(=O)Nc4ccccc43)c(=O)n2C1c1ccc2c(c1)OCO2 (configuration not stated)	-23.8%	-12.2%	?	39.4%	-1.3%	4.8%	i	8.1%	20.1%
O=c1[nH]c2ccccc2c(O)c1-c1ccccc1	i	4.1%	-14.9%	-11.4%	0.9%	6.4%	i	5.5%	4.0%
Cc1ccc(NC(=O)CN2C(=O)COc3ccc(S(=O)(=O)NC4CCCC4)cc32)cc1N(C)C	-7.7%	?	-10.5%	-2.8%	.	-12.0%	.	.	-4.2%
Cc1noc(NC(=O)c2ccccc2)c1C#N	-6.4%	4.0%	-0.7%	-23.8%	-0.9%	9.8%	i	1.9%	12.9%
CC1(C)CCC/C(=C\c2ccccc2)C1=O	-7.4%	0.3%	-0.4%	-12.9%	0.0%	-10.9%	i	1.7%	-4.1%
NC(c1ccc(F)c(F)c1)c1nc(-c2cc(F)cc(F)c2)cs1 (configuration not stated)	i	-13.6%	-9.4%	-22.6%	.	?	i	-0.9%	20.6%
CCCc1cc(=O)oc2cc(Oc3ncccn3)ccc12	-5.2%[57.5 µM]	5.9%	-0.2%	1.2%	-0.1%	4.7%	i	-0.1%	?
COc1ccc(C(C)=O)cc1CSc1nc2ccccc2c(=O)n1-c1ccccc1C	-11.7%	?	-19.8%	.	-1.5%	-4.7%	i	10.4%	-16.6%
CCN(CC)/C(N)=N/c1nc(C)cc(C)n1	-3.4%	10.2%	2.0%	3.0%	2.3%	1.1%	i	-7.6%	22.0%
CC(=O)c1ccc(OCC(O)CN2CCN(c3ccccn3)CC2)cc1 (configuration not stated)	i	-4.4%	-4.8%	-11.5%	-4.2%	-8.3%	i	-6.9%	-0.8%
O=C1c2cccc3cccc(c23)C(=O)N1CC1CCN(S(=O)(=O)c2ccc(F)cc2)CC1	i	-0.3%	-11.1%	.	-0.1%	26.5%	i	-11.1%	-5.9%
COc1ccc(NC(=O)Cn2cc(C(=O)c3ccco3)c3ccccc32)cc1	-40.3%	?	-22.8%	35.5%	-0.5%	6.6%	i	0.1%	-4.2%
CCOC(=O)N(C)c1c(CC)nc2c(OCc3ccc(S(C)(=O)=O)cc3)cccn12	i	29.3%	4.2%	6.5%	.	-13.5%	i	-7.3%	12.8%
Cn1c(=O)[nH]c(=O)c2c1nc(N1CCCCC1)n2C/C=N/Nc1ccc(C(=O)O)cc1	i	?	-6.1%	24.3%	0.5%	10.0%	i	-11.1%	-10.2%
Cc1ccc(-n2c3c(c(O)c(-c4ccccc4)c2=O)C(=O)CC(C)(C)C3)cc1	-6.0%	?	23.4%	.	2.2%	1.4%	i	2.4%	7.7%
O=c1[nH]c(SCc2nc3c(cnn3-c3ccccc3)c(=O)[nH]2)nc2ccccc12	-10.7%	-53.7%	-4.8%	-21.1%	-4.7%	0.3%	i	-0.2%	3.0%
COc1cc(OC)cc(OC(=O)C2CCN(C(=O)c3ccc(F)cc3)CC2)c1	-13.6%	-3.0%	2.3%	26.1%	-0.9%	-55.1%[inhibitor]	i	-1.1%	-9.9%
COc1ccc(/C=N\NC(=O)c2ccc(F)cc2)cc1COc1ccccc1C(N)=O	-4.7%	1.2%	-2.6%	43.9%	-0.8%	12.9%	i	7.5%	13.4%
COC(=O)c1ccc(CSc2nc3ccccc3s2)o1	-3.1%[57.5 µM]	9.5%	2.9%	22.5%	-0.9%	14.1%	i	-2.5%	29.1%
CCOc1ccc(NC(=O)c2cc3n(n2)C(C(F)(F)F)CC(c2ccco2)N3)cc1 (configuration not stated)	i	?	-11.1%	2.7%	1.8%	11.8%	.	4.7%	12.3%
CN(C(=O)c1cccc(NC(=O)Cc2ccc(NC(=O)C3CCN(C(=O)C4CCCC4)CC3)cc2)c1)C1CC1	i	2.9%	-1.9%	-3.0%	.	0.8%	i	1.3%	19.8%
COc1ccccc1C(=O)Nc1cccc(NC(=O)c2ccccc2C)c1	-4.4%	?	-14.0%	15.5%	0.3%	6.8%	i	0.4%	?
CN(C(=O)c1ccnn1C)C1CCCN(Cc2ccccc2F)C1 (configuration not stated)	i	-20.1%	-12.4%	-4.5%	-0.8%	9.0%	i	1.3%	4.2%
CN(C)c1ccc(CNC(=O)C2Cc3c(-c4ccccc4Oc4ccccc4)ccnc3O2)cc1 (configuration not stated)	-26.1%	?	4.0%	?	.	-17.8%	i	2.5%	9.1%
O=C(Nc1nnc(-c2ccccc2)o1)c1cc(Cl)sc1Cl	i	3.3%	-0.2%	12.8%	1.4%	?	i	3.16µM*	-4.4%
Cc1cnc(C(=O)OCC(=O)N(C)CC(=O)Nc2ccccc2Cl)cn1	-21.2%	9.5%	-1.2%	-8.7%	0.1%	8.7%	i	1.9%	19.5%
c1ccc(Cn2nnc3cnccc32)cc1	i	1.5%	4.6%	-6.6%	-4.2%[15.4 µM]	3.3%	i	-1.4%	7.2%
COc1cc(CCCN2C(N)=NC[C@@H]2Cc2ccccc2)cc(OC)c1OC	-16.9%	4.3%	10.9%	-2.4%	-0.4%	-2.2%	i	3.6%	13.7%
C[C@H](NC(=O)OC(C)(C)C)C(=O)NCC1CCC(C(=O)N[C@@H](Cc2ccccc2)C(=O)O)CC1 (some centres not stated)	i	4.8%	6.0%	-19.3%	-1.9%	1.1%	i	-0.6%	18.1%
Nc1cc(C(=O)OCC(=O)NCC2CCCO2)ccc1Cl (configuration not stated)	i	3.2%	1.3%	2.4%	0.4%	4.6%	i	0.3%	0.0%
COc1cccc(CNC(=O)CN2C(=O)COc3ccc(S(=O)(=O)N4CCOCC4)cc32)c1	-14.7%	-1.1%&1.2%	-13.5%&2.2%	-12.1%&1.5%	1.1%	-3.7%&-1.2%	.	2.4%	-3.6%&7.8%
Cc1ccc(C)c(S(=O)(=O)N2CCN(Cc3ccc(O)c4ncccc34)CC2)c1	i	?	-24.5%	43.3%	1.4%	?	i	?	-4.1%
Cc1nnc(SCC(=O)Nc2ccc(F)cc2F)n(N)c1=O	i	8.5%	-2.0%	.	-7.7%	-0.6%	i	-0.4%	9.7%
O=C(NCCc1cn[nH]c1)C1CCC(=O)N(CCc2cccc(F)c2)C1 (configuration not stated)	-15.1%	-9.8%	-2.3%	-10.4%	-3.7%	6.7%	i	-0.9%	20.7%
O=C(COC(=O)/C=C/c1cccc(F)c1)NC1CCCCCC1	-6.6%	-0.7%	-20.3%	.	1.9%	-1.9%	i	2.1%	0.0%
CC1(C(=O)NS(=O)(=O)c2ccccc2)CCN1C(=O)Cc1cc(F)ccc1F (configuration not stated)	-22.0%	3.7%	-2.5%	-19.1%	.	-12.9%	i	-1.4%	0.9%
COC(=O)c1c(NC(NC(=O)C(C)C)C(Cl)(Cl)Cl)sc2c1CCC2 (configuration not stated)	-32.6%[inhibitor]	8.91µM*	-4.8%	-8.4%	-1.5%	5.1%	i	-9.0%	-5.4%
CCCOC(=O)Nc1ccc(S(=O)(=O)Nc2ncccn2)cc1	-22.9%	40.6%[activator]	3.7%	0.2%	1.5%	3.0%	i	-1.6%	7.0%
O=C(CSc1nc2ncc(Cl)cc2[nH]1)Nc1cccc(F)c1	-23.3%	-28.4%	?	29.8%	-4.7%	4.0%	i	-5.7%	-12.6%
CC(C)Oc1ccc(C(=O)Nc2nc3ccccc3[nH]2)cc1	-38.5%[inhibitor]	1.12µM*	-1.7%	-5.2%	-2.0%	-20.2%	i	-22.7%	-36.1%[inhibitor]

Single records (already shown). Values in the order: PTHR1 agonist, GLP-1R inv ag, GLP1R cytotox, FUS yeast rescue, MmCpn inh, Abeta rescue, pAkt inh, aSyn rescue, TDP-43 yeast inh
Record of O=C1c2cccc3cccc(c23)C(=O)N1CC1CCN(S(=O)(=O)c2ccc(F)cc2)CC1 → i, -0.3%, -11.1%, ., -0.1%, 26.5%, i, -11.1%, -5.9%
Record of CC1(C(=O)NS(=O)(=O)c2ccccc2)CCN1C(=O)Cc1cc(F)ccc1F (configuration not stated) → -22.0%, 3.7%, -2.5%, -19.1%, ., -12.9%, i, -1.4%, 0.9%

Next compounds follow:
SMILES	PTHR1 agonist	GLP-1R inv ag	GLP1R cytotox	FUS yeast rescue	MmCpn inh	Abeta rescue	pAkt inh	aSyn rescue	TDP-43 yeast inh
Cc1cccc(CNC(=O)CCn2c(=O)c3cccn3c3ccc(F)cc32)c1	6.6%	9.1%	-9.1%	-5.5%	.	-16.3%	.	.	-9.7%
COc1ccc(NS(=O)(=O)c2cc(NC(=O)c3cccnc3Cl)ccc2N2CCCC2)cc1	-19.5%	9.7%	-4.7%	28.9%	-0.1%	12.4%	i	0.6%	8.0%
Cc1ccc(NC(=O)N2CCc3ccccc32)cc1C	-19.5%	?	-5.1%	11.7%	0.9%	22.2%	i	-0.4%	?
CC(=O)N1CCN(C(=O)Nc2cccc(C(F)(F)F)c2)CC1	-13.0%	15.7%	4.6%	18.3%	-0.2%	22.0%	i	-2.1%	3.9%
COc1ccc([N+](=O)[O-])cc1NC(=O)CCNC(=O)Cn1ccc2ccccc2c1=O	i	7.3%	-6.3%	-21.1%	1.5%	8.7%	i	1.4%	12.1%
Cc1ccc(S(=O)(=O)N2C[C@@H]3[C@H]4CC[C@H](C4)[C@@H]3[C@@H](C)[C@@H]2c2ccco2)cc1	-19.7%	?	2.2%	0.1%	2.1%	7.3%	i	-21.9%	21.5%
O=C(O)CCCC(=O)NCCc1cccc(Cl)c1	-17.5%	-0.4%	-16.2%	-3.9%	2.2%	8.8%	i	7.4%	7.1%

An excerpt. The share of hits here may be higher or lower than overall.
